Giardia killer: Small Molecules that selectively kill Giardia lamblia: qHTS; AID 540267, 2011; activity change, % at 7.66 µM, hits read low; actives 0.15% (n = 340,000); Giardia lamblia trophozoite viability; in the data active means activity change below about -80%; inconclusive means between about -30% and that limit;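 further: parasites exposed to compound for two days anaerobically before the ATP read; on the % scale 0 is the no-effect control and ±100 the full control effect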
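Trophozoites 100 cells/well + cpd; 48 hrs, 37 deg C, anaerobic. ATPLite 1-Step added, 15-30 min RT, luminescence read (ATP-based viability).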
Gal4-VP16 FLuc: VP16 counterscreen qHTS for inhibitors of ROR gamma transcriptional activity. Drosophila S2 Gal4-VP16 UAS-luciferase, luminescence, 20 h. Potency, µM (top dose mostly 53.6 µM), for inactives: at the highest dose activity, negative = inhibition, most hits filed as inhibitors. actives 3.5% (n = 310,000). AID 2546, 2010;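 further: Gal4-VP16 expression switched on by copper sulfate through the metallothionein promoter; potency means the concentration at half of the fitted maximal effect; on the % scale 0 is the no-effect control and ±100 the full control effect; nearly all actives have a fitted effect of over 50% in size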
FLuc counter: qHTS profiling assay for firefly luciferase inhibitor/activator using purifed enzyme and Km concentrations of substrates (counterscreen for miR-21 project) | Luciferin 4-monooxygenase (Photinus pyralis), P08659 | actives 6.9% (n = 360,000) | purified FLuc, Km substrates, luminescence inhibition | Potency, µM (top dose mostly 57.5 µM), inactives show at the highest dose activity change, negative = inhibition, most hits filed as inhibitors;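 further: potency means the concentration at half of the fitted maximal effect; plate controls were vehicle for no effect and reference inhibitor for full effect; nearly all actives have a fitted effect of over 55% in size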
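Biochemical qHTS of compounds, final roughly 60 µM downward over six points, against 10 nM purified firefly luciferase using Km concentrations of substrates (10 uM D-luciferin, 10 uM ATP) in Tris acetate pH 7.5 buffer; luminescence output.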
Coupling enz: qHTS Assay for Inhibitors of Fructose-1,6-bisphosphate Aldolase from Giardia Lamblia: Coupling assay counterscreen | coupling enzyme system counterscreen, AmpLite Red fluorescence | activity change, negative = inhibition, % at 58.2 µM, hits read low | actives 0.67% (n = 290,000); in the data active means activity change below about -30%; further: on the % scale 0 is the no-effect control and ±100 the full control effect
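Counterscreen lacking aldolase: glyceraldehyde-3-phosphate coupling-enzyme reagent preincubated 10 min at RT with compound (at 57.5 uM final), then substrate/coupling system with AmpLite Red added; fluorescence read at 525/598 nm after 20 min RT.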
KCNH2 3.1 inh: qHTS for Inhibitors of KCHN2 3.1: Mutant qHTS; Potassium voltage-gated channel subfamily H member 2, brain isoform KCNH2 3.1 (human); U2OS KCNH2 3.1, thallium flux FluxOr; hits give low values; activity change, % (tested at about 1.8 µM); actives 0.95% (n = 340,000); AID 720553, 2013;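 active means maximum activity change below -70%; inconclusive means maximum activity change from -70% to -50%; inactive means maximum activity change above -50%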;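 further: thallium influx rate constant from kinetic fluorescence after stimulation buffer; on the % scale 0 is the no-effect control and ±100 the full control effect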
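Channel expression came from 3.1 mutant virus (1.77 x 10^8 /mL) applied to suspended U2OS cells for 4 h. Flux was tracked with FluxOr dye plus Red40 quencher, and kinetic rate constants normalized to controls.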
ELG1 genotox: qHTS screen for small molecules that induce genotoxicity in human embryonic kidney (HEK293T) cells expressing luciferase-tagged ELG1; HEK293T ELG1-luciferase reporter, luminescence, 16 h; actives 1.3% (n = 330,000); Potency, µM (highest dose often 46 µM), without a hit: at the highest dose activity change, positive = activation, actives largely listed as activators; AID 504466, 2011; further: potency means the concentration at half of the fitted maximal effect; % of control where 0% means no effect; nearly all actives have a fitted effect of over 60% in size
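ELG1-luciferase HEK293T cells, 2,000/well; compound pinned in; 16 hr, 37 °C, 5% CO2; ONE-Glo, 30 min RT; luminescence on CCD imager.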
uPA surface inh: qHTS for Inhibitors of Cell Surface uPA Generation | Potency, µM (highest dose often 38.3 µM), for inactives: top-dose activity change, negative = inhibition, actives largely listed as inhibitors | actives 0.31% (n = 330,000) | cell surface uPA generation assay, qHTS; active means well fitted inhibition curve with a large enough effect; inconclusive means small, poorly fitted or top-dose-only effect; inactive means no such curve, though single readings can be large or run the other way; tested in mouse RAW 264.7 cells; further: potency means the concentration at half of the fitted maximal effect; on the % scale 0 is the no-effect control and ±100 the full control effect; nearly all actives have a fitted effect of over 55% in size
RORgamma inh: qHTS for inhibitors of ROR gamma transcriptional activity; Drosophila S2 Gal4-RORgamma UAS-luciferase reporter, 20 h; Potency, µM (series often up to 53.6 µM), for inactives: at the top dose activity change, negative = inhibition, usual class: inhibitors; actives 5.4% (n = 310,000); AID 2551, 2010; Nuclear receptor ROR-gamma (Mus musculus), P51450; further: potency means the concentration at half of the fitted maximal effect; on the % scale 0 is the no-effect control and ±100 the full control effect; nearly all actives have a fitted effect of over 60% in size
Target sequence (P51450 whole entry, looked up, the tested form may be a part): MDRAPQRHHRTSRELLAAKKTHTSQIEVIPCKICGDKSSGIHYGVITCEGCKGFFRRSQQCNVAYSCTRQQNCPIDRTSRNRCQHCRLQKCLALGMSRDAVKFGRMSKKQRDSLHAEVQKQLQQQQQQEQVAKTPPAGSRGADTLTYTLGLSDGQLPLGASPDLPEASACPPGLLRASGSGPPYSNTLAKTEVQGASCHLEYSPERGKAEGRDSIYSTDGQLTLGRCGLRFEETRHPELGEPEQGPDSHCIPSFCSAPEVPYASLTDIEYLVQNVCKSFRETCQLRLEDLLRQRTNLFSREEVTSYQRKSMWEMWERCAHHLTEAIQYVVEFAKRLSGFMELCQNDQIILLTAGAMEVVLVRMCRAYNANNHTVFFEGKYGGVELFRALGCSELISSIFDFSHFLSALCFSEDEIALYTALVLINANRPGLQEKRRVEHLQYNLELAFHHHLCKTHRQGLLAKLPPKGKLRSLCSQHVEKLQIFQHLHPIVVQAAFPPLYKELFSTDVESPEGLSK
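Schneider cells (Drosophila), stable Gal4 DBD–ROR gamma + UAS-luc; 1 hr cmpd preincubation; Cu2+ induction 700 uM final; 20 hr ambient; luminescence.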
Tb PFK block: qHTS Assay to Find Inhibitors of T. brucei phosphofructokinase; actives 0.17% (n = 330,000); T. brucei PFK, ADP-Glo luminescence; AID 485367, 2010; Potency, µM (top dose mostly 57.5 µM), inactives show top-dose activity, negative = inhibition, usual class: inhibitors;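 further: potency means the concentration at half of the fitted maximal effect; 0% = uninhibited 1x PFK enzyme wells and -100% = no-enzyme wells; nearly all actives have a fitted effect of over 60% in size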
Target sequence (O15648 whole entry, looked up): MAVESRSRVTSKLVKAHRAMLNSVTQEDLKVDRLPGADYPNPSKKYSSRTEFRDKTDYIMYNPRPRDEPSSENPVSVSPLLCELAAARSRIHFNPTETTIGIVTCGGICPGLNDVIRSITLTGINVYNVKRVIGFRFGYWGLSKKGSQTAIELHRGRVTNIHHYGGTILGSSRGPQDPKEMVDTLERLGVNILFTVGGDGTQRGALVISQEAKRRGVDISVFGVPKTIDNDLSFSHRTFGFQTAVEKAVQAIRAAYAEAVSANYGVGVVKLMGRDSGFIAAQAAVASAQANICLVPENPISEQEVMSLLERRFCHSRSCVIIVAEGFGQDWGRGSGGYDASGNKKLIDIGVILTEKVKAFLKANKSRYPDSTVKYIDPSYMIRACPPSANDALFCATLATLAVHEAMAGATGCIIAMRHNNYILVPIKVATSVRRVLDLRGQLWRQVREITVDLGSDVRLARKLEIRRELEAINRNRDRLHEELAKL
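Luminescent ADP detection (ADP-Glo, two-step: ATP depletion then ADP-to-ATP conversion for luciferase) reported PFK activity after 45 min room-temperature reaction of 1.25 nM enzyme with 0.5 mM F6P and 0.1 mM ATP at pH 8.0.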
NPC1 promoter act: qHTS Assay for NPC1 Promoter Activators; Huh7 NPC1 promoter luciferase reporter, 24 h; Potency, µM (top dose mostly 9.22 µM), for the others: at the highest dose activation, most hits filed as activators; actives 2.4% (n = 320,000); AID 485313, 2010;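 further: potency means the concentration at half of the fitted maximal effect; % of control where 0% means no effect; nearly all actives have a fitted effect of over 60% in size; reporter is driven by a mutant NPC1 promoter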
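Compounds in DMSO were transferred onto Huh7 NPC1-luciferase reporter cells pre-incubated 2 h; after 24 h at 37 °C, Amplite reagent was dispensed and luminescence recorded 10 min later.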
Rab9 promoter act: qHTS Assay for Rab9 Promoter Activators. Potency, µM (highest dose often 9.22 µM), for the others: top-dose activation, negative = inhibition, usual class: activators. AID 485297, 2010. actives 2.8% (n = 320,000). Huh7 Rab9 promoter-luciferase reporter, luminescence, 24 h; further: potency means the concentration at half of the fitted maximal effect; % of control where 0% means no effect; nearly all actives have a fitted effect of over 60% in size
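Huh7 reporter line, Rab9 promoter upstream of luciferase. Compound exposure 24 h at 37 °C in reduced-serum medium with 10% FBS. Read-out: luminescence.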
* = called active by the depositor; ? = inconclusive; nt = no result given; & = joins results of further samples; [ ] = another dose, or the depositor's remark. Unless noted, the call rests on the fitted dose curve; in most records, active means well fitted curve in the direction sought with a large enough effect; inconclusive means small, poorly fitted or top-dose-only effect, or another doubt; inactive means no such curve, though single readings can be large; an effect the other way counts as inactive or inconclusive.

molecule	Giardia killer	Gal4-VP16 FLuc	FLuc counter	Coupling enz	KCNH2 3.1 inh	ELG1 genotox	uPA surface inh	RORgamma inh	Tb PFK block	NPC1 promoter act	Rab9 promoter act
Cc1cccc(N2C(=O)CS/C2=N\NC(=O)c2ccc(Cl)cc2)c1C	3	7%	?	-1	11	5%	0%	19%	0%	3%	18%
O=C(c1oc2ccccc2c1CSCc1ccccc1)N1CCN(c2ncccn2)CC1	1	-7%	-1%	1	-14	-2%	2%	?	1%	-10%	-3%
Cc1noc(C)c1CSc1nc2ccccc2n1C	21	10%	-13%	1	12	10%	-3%	-24%	3%	-2%	4%
CC1CN(C(=O)C(c2ccccc2)c2ccccc2)CC(C)O1 (stereo not given)	10	9%	1%	0	11	0%	-1%	-38%	-4%	0%	6%
CCc1nc(C)cc(N)c1OCc1ccccc1	1	2%	11%	5	-4	1%	6%	-23%	-14%	3%	-11%
COc1ccc(OC)c(CCNC(=O)CS(=O)(=O)Cc2nc(-c3ccccc3C)oc2C)c1	5	-18%	-1%	nt	-4	-6%	2%	16%	-2%	0%	-7%
CCN(CC)S(=O)(=O)c1cccc(-c2n[nH]c(=S)n2/N=C/c2ccc(Br)cc2)c1	-19	?	-2%	-1	3	0%	-2%	?	3%	-4%	1%
C[C@H](CO)N1C[C@H](C)[C@@H](CN(C)S(=O)(=O)c2cccs2)Oc2c(NC(=O)CCC(F)(F)F)cccc2C1=O	2	nt	nt	nt	0	-1%	12%	nt	9%	nt	nt
Cc1cc(C)cc(NCC(=O)Nc2c(C)cccc2C)c1	8	-1%[0.365 µM]	6%	6	3	-4%	1%	-16%	-4%	-5%	-2%
CC(/C=C/c1ccccc1)=N\NC(=S)NC(C)C	2	?	-4%	-11	-3	4%	3%	?	14%	3%	18%
Fc1cccc(Nc2ncnc3c2cnn3-c2ccccc2)c1	3	12%	17µM*	-10	5	?	-20%	?	0%	?	?
Cc1ccc(CN2CCN(Cc3cnn(-c4ccc(F)cc4)c3)CC2CCO)o1 (stereo not given)	-2	3%	-1%	2	-13	-6%	-6%	-1%	-1%	-3%	-2%
CCOc1ccc2nc(NCCNC(=O)Nc3ccccc3)c(C#N)cc2c1	0	-29%	-2%	-7	-17	7%	-3%	?	-1%	0%	-1%
COc1cccc(C(=O)NCC(=O)N/N=C/c2cn[nH]c2-c2ccccc2)c1	15	-15%	-3%	0	nt	0%	6%	-14%	3%	-5%	-1%
O=C(O)c1cccc(OS(=O)(=O)c2cc(Br)ccc2Br)c1	1	nt	-13%	nt	0	1%	2%	nt	?	8%	1%
c1ccc2[nH]c(CN3CCCCC3)nc2c1	1	?	-11%	3	-11	-1%	3%	9%	3%	-2%	-1%
C[C@@H]1CN([C@@H](C)CO)C(=O)c2cc(N(C)C)ccc2O[C@@H]1CN(C)S(C)(=O)=O	-16	nt	nt	nt	-3	2%	6%	nt	7%	nt	nt
CC(C)CCNC(=O)c1onc(CSc2ccncc2)c1C(=O)NCCC(C)C	6	11%	-2%	-3	18	-1%	2%	1%	1%	-3%	-8%
COc1ccc(C2(c3ccc(OC)cc3)NC(=O)N(CC(=O)NC3CCCC3)C2=O)cc1	6	nt	3%	nt	-6	1%	-3%	nt	0%	-3%	-8%
Cc1nn(C)c(C)c1CN(Cc1nc(CCC(C)C)no1)C(C)C	-3	4µM*	-2%	-2	-26	3%	-7%	7.1µM*	-1%	-29%	-38%[inhibitor]

Record cards, from the list above. Order of values: Giardia killer | Gal4-VP16 FLuc | FLuc counter | Coupling enz | KCNH2 3.1 inh | ELG1 genotox | uPA surface inh | RORgamma inh | Tb PFK block | NPC1 promoter act | Rab9 promoter act
Entry for `CCc1nc(C)cc(N)c1OCc1ccccc1` = 1 | 2% | 11% | 5 | -4 | 1% | 6% | -23% | -14% | 3% | -11%
Entry for `CC(/C=C/c1ccccc1)=N\NC(=S)NC(C)C` = 2 | ? | -4% | -11 | -3 | 4% | 3% | ? | 14% | 3% | 18%
Entry for `CCOc1ccc2nc(NCCNC(=O)Nc3ccccc3)c(C#N)cc2c1` = 0 | -29% | -2% | -7 | -17 | 7% | -3% | ? | -1% | 0% | -1%
Entry for `Cc1cccc(N2C(=O)CS/C2=N\NC(=O)c2ccc(Cl)cc2)c1C` = 3 | 7% | ? | -1 | 11 | 5% | 0% | 19% | 0% | 3% | 18%
Entry for `Cc1cc(C)cc(NCC(=O)Nc2c(C)cccc2C)c1` = 8 | -1%[0.365 µM] | 6% | 6 | 3 | -4% | 1% | -16% | -4% | -5% | -2%

Next section
molecule	Giardia killer	Gal4-VP16 FLuc	FLuc counter	Coupling enz	KCNH2 3.1 inh	ELG1 genotox	uPA surface inh	RORgamma inh	Tb PFK block	NPC1 promoter act	Rab9 promoter act
O=C(c1cc(COc2ccc(F)cc2Cl)on1)N1CCSCC1	-9	12%	11µM*	-5	16	?	-3%	8%	-3%	2.8µM*	4µM*
Cc1ccc(NC2CCCN(C(=O)CCCN3CCCCC3=O)C2)cc1C (stereo not given)	-4	3%	-7%	1	-11	4%	-4%	-11%	1%	4%	9%
O=C(c1ccccc1)c1c(O)cc(-c2ccccc2)oc1=O	-4	-7%	?	15	2	5%	-3%	-19%	-11%	-2%	3%
COc1cc(C(=O)NC(C)Cc2ccccn2)ccc1OC1CCN(C(C)=O)CC1 (stereo not given)	-6	-4%	8%	-1	10	0%	-22%	-23%	-4%	-2%	-12%
Cc1occc1C(=O)NCCc1cccc(Cl)c1	-24	2%	21µM*	1	-2	?	-5%	9%	-2%	?	4µM*
Oc1ccc(Nc2ncnc3c2oc2ccccc23)cc1	-13	2%	15µM*	2	-2	?	?	-3%	1%	?	?
CCCOc1ccc(S(=O)(=O)NNC(=O)c2cc3ccccc3o2)cc1	-10	-21%	-6%	1	8	-6%	10%	149%	-2%	0%	-2%
CCCCn1c(N)c(N(CCOC)C(=O)CSCc2ccc(Cl)c(Cl)c2)c(=O)[nH]c1=O	-9	nt	0%	nt	0	6%	-4%	nt	-6%	-3%	-3%
COc1ccc(Cl)cc1NC(=O)CNc1ccccc1N1CCOCC1	-2	-10%	3%	1	7	-5%	-15%	21%	2%	-4%	2%
Cc1cc(C)n(-c2cc(-c3ccccc3)nc(C)n2)n1	-10	11%	-3%[2.3 µM]	1	1	-5%	-4%	1%	-1%	0%	-4%
Cc1ccc(P(=O)(CSC(=N)N)c2ccc(C)cc2)cc1	7	0%	3%	2	4	?	-13%	5%	-7%	0%	10%
O=C(/C=C/c1cccs1)Nc1sc2c(c1C(=O)O)CCCC2	-20	-19%	?	-11	25	-3%	-7%	?	?	13%	6%
O=C(CSc1nnc(CCc2nc3ccccc3[nH]2)n1-c1ccccc1)NCc1ccccc1	10	?	3%	1	-15	-1%	6%	?	-1%	-10%	-8%
CN1C(=O)/C(=C/c2ccccc2OCc2ccc(F)cc2)N(C)C1=S	-2	-7%	12%	0	-9	3%	1%	13%	-10%	1%	-1%
COc1ccc(OCc2cc(C(=O)N3CCN(C4CCCC4)CC3)no2)c(Cl)c1	3	-4%	21µM*	nt	-20	?	-9%	38%	0%	3.2µM*	?
Cc1ccc(SCC(=O)NCC2COc3ccccc3O2)cc1 (stereo not given)	14	nt	3%	nt	-4	2%	1%	nt	-3%	-1%	1%
O=S(=O)(/N=C(/Nc1cccnc1Cl)c1ccccc1)c1ccccc1	1	nt	nt	nt	8	1%	4%	nt	-3%	nt	nt
Cc1ccc(NC(=O)C2CCCN(S(=O)(=O)c3c(C)noc3C)C2)cc1F (stereo not given)	15	1%	1%	2	4	-5%	2%	35%	0%	-2%	2%
O=C(c1cc(-c2ccc(O)cc2)on1)N1CCCCCC1	-8	2%	13µM*	6	-3	?	-6%	-2%	-4%	1.3µM*	2.5µM*
COc1ccc(C(=O)c2ccc(Br)cc2)cc1	6	-18%	-11%	-12	-5	1%	nt	34%	7%	30%	?
Cn1c2cc(C#N)sc2c2cnn(Cc3ccc(F)cc3)c(=O)c21	22	nt	0%	nt	nt	0%	-2%	nt	-2%&-1%	-2%	-3%

Screening results from PubChem.
